ATXN2 expr inh – Primary qHTS for Inhibitors of ATXN expression | Potency, µM (top dose mostly 57 µM), without a hit: top-dose activity change, negative = inhibition, hits mostly inhibitors | HEK-293 ATXN2-luciferase reporter, luminescence, 24 h | 360,000 compounds, 0.72% hits; note: potency is the fitted concentration of half-maximal effect; % is set by controls: 0 for no effect and ±100 for the full control effect; nearly all actives have a fitted effect of over 55% in size
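qHTS (up to 57 uM final) was run with 24 h compound exposure of reporter cells at 37 °C. Each well was multiplexed: SteadyGlo luminescence measured ATXN2-luciferase expression after a fluorogenic Gly-Phe-AFC viability readout (25 uM final).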
IL-1B inflam inh – qHTS for Inhibitors of Inflammasome Signaling: IL-1-beta AlphaLISA Primary Screen | activity change, % at 57.5 µM | AID 743279, 2014 | THP-1 LPS/ATP IL-1B secretion, AlphaLISA, 16 h; active compounds read low | 360,000 compounds, 4.7% hits; in the data active = activity change below about -50%; inconclusive = mostly about -30% to -49%; note: % is set by controls: 0 for no effect and ±100 for the full control effect
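Secreted IL-1B measured by AlphaLISA bead assay after 16 h compound exposure of THP-1 cells; compounds (final up to 57.5 uM) added 1 h before LPS (250 ng/mL) and ATP (1.25 mM) stimulation; lower signal means less secretion.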
HT1080NT lethal – qHTS for induction of synthetic lethality in tumor cells producing 2HG: qHTS for the HT-1080-NT fibrosarcoma cell line | HT-1080-NT fibrosarcoma viability, CellTiter-Glo ATP luminescence, 48 h | 360,000 compounds, 1.6% hits | Potency, µM (highest dose often 46.1 µM), for the others: at the highest dose activity, negative = less viability, usual class: cytotoxic;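 note: NT is the 2HG producing partner of a matched IDH1 knockdown line; potency is the fitted concentration of half-maximal effect; 0% = DMSO-treated cells and -100% = media-only wells without cells; nearly all actives have a fitted effect of over 55% in size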
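Fibrosarcoma NT cells, 750 per well in 5% FBS RPMI, were exposed to compound for 48 hours. Viability: CellTiter-Glo luminescence.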
HT1080 IDH1KD tx – qHTS for induction of synthetic lethality in tumor cells producing 2HG: qHTS for the HT-1080-IDH1KD cell line; Potency, µM (doses to about 46.1 µM), for the others: at the top dose activity, negative = toxicity, actives largely listed as cytotoxic; 360,000 compounds, 2% hits; HT-1080 IDH1 knockdown viability, ATP luminescence, 48 h;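 note: potency is the fitted concentration of half-maximal effect; 0% = DMSO wells and -100% = cell-free medium wells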
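Viability of IDH1-knockdown HT-1080 fibrosarcoma cells was assessed by CellTiter-Glo after 48 h at 37 °C with titrated compound; concentration-effect curves were classified by fit quality and response size.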
SW480 rerep – A quantitative high throughput screen for small molecules that induce DNA re-replication in SW480 colon adenocarcinoma cells; Potency, µM (highest dose often 46.1 µM), without a hit: top-dose re-replication activation, actives largely listed as activators; SW480 DNA re-replication, Hoechst DNA content imaging, 48 h; 340,000 compounds, 1.8% hits; note: potency is the fitted concentration of half-maximal effect; % of control where 0% means no effect; nearly all actives have a fitted effect of over 55% in size
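Per well, 250 cells were exposed to pinned compound for 48 hr. Nuclear DNA was visualised with Hoechst (40 min, 37 C) and total object intensity recorded by fluorescence scanning.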
ATXN viability – Viability Counterscreen for Primary qHTS for Inhibitors of ATXN expression; Potency, µM (series often up to 56.7 µM), actives largely listed as cytotoxic; 400,000 compounds, 0.49% hits; AID 651635, 2014; S2 cells (HEK-293 line with an ATXN2-luciferase reporter) viability, CellTiter-Fluor protease fluorescence, 24 h; note: potency is the fitted concentration of half-maximal effect; nearly all actives have a fitted effect of over 40% in size
MCF10A rereplic – A quantitative high throughput screen for small molecules that induce DNA re-replication in MCF 10a normal breast cells. Potency, µM (highest dose often 46.1 µM), for the others: at the top dose activity, positive = re-replication, actives largely listed as activators. AID 624296, 2012. MCF 10A DNA re-replication, Hoechst nuclear intensity, 48 h. 350,000 compounds, 2.9% hits; note: potency is the fitted concentration of half-maximal effect; % of control where 0% means no effect; nearly all actives have a fitted effect of over 50% in size
HepG2 viability – qHTS for Inhibitors of TGF-b: Cytotox Counterscreen; Potency, µM (top dose mostly 46.1 µM), for inactives: at the highest dose activity change, negative = cytotoxicity, actives largely listed as cytotoxic; 410,000 compounds, 0.76% hits; HepG2 CAGA-GFP viability, ATP luminescence, 18 h; note: potency is the fitted concentration of half-maximal effect; some results filed as inactive show a strong effect at the top dose
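HepG2 CAGA-GFP cells (1000/well, DMEM with 1% FBS) received compound, then TGF-beta at 500 pg/mL final, and were incubated 18 hours at 37 degrees C. Viability was read by CellTiter-Glo luminescence. Media-only wells were set as complete cell-killing and DMSO as no toxicity.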
KB-3-1 tox – qHTS assay for MDR1-selective chemotherapeutics: Primary screen using the parental adenocarcinoma cell KB-3-1; KB-3-1 viability, CellTiter-Glo ATP luminescence, 72 h; Potency, µM (highest dose often 46.1 µM), for inactives: top-dose activity change, negative = cytotoxic, usual class: cytotoxic; 400,000 compounds, 1.4% hits; AID 1347075, 2019; note: potency is the fitted concentration of half-maximal effect; % is set by controls: 0 for no effect and ±100 for the full control effect; nearly all actives have a fitted effect of over 60% in size
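Cytotoxicity measured as CellTiter-Glo luminescence after 72 h at 37 C. Compound titrations were pinned onto drug-naive KB-3-1 parental adenocarcinoma cells grown in DMEM with 10% FBS, and normalized data fitted to concentration-response curves.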
* = called active by the depositor; i = inactive; ? = inconclusive; nt = not tested or not shown; [ ] = another dose, or the depositor's remark. Unless noted, calls come from the whole dose curve; as a rule, active = well fitted curve in the direction sought with a large enough effect; inconclusive = small, poorly fitted or top-dose-only effect, or another doubt; inactive = no such curve, though single readings can be large; an effect the other way counts as inactive or inconclusive. Compounds were not picked by outcome; 8.9% or so of the library scored in one or more.

#1 COC(=O)c1cc(CSc2nnc(NC3CCCCC3)s2)oc1C
#2 COc1cccc(NC(=O)COC(=O)/C=C/c2c(C)nn(-c3ccccc3)c2C)c1
#3 COc1ccccc1NCC(=O)c1ccc(Cl)cc1
#4 O=C(COc1ccc(Br)cc1Cl)Nc1ncn[nH]1
#5 Cc1ccc(-c2csc(NC(=O)CSc3ncn(-c4ccccc4)n3)n2)cc1
#6 O=C(CN1CCN(C(=O)C2CCCO2)CC1)Nc1ccc(Br)cc1 (configuration not stated)
#7 C[C@@H]1CN([C@@H](C)CO)C(=O)Cc2cc(NC(=O)C3CCCCC3)ccc2O[C@H]1CN(C)S(=O)(=O)c1ccccc1
#8 CC(C)c1ccc(NC(=O)C(Cc2ccccc2)NS(=O)(=O)c2ccc3c(c2)oc(=O)n3C)cc1 (configuration not stated)

screen / no.	1	2	3	4	5	6	7	8
ATXN2 expr inh	-4%	?	-1%	-6%	-9%	-14%	8%	1%
IL-1B inflam inh	0	4	?	nt	3	21	-9	nt
HT1080NT lethal	-4%	-17%	13%	nt	-9%	-2%	7%	nt
HT1080 IDH1KD tx	18µM*	4%	-1%	nt	-4%	6%	3%	nt
SW480 rerep	-1%	-8%	0%	nt	-5%	-3%	-16%	nt
ATXN viability	i	i	?	i	i	i	i	i
MCF10A rereplic	25%	0%	?	nt	?	-13%	-4%	nt
HepG2 viability	-15%	-22%	-15%	104%	-27%	-16%	-6%	-15%
KB-3-1 tox	?	0%	12%	1%	-25%	0%	8%	4%

3 compounds out of the list, sorted by formula weight, smallest number first:
#3 COc1ccccc1NCC(=O)c1ccc(Cl)cc1
#5 Cc1ccc(-c2csc(NC(=O)CSc3ncn(-c4ccccc4)n3)n2)cc1
#8 CC(C)c1ccc(NC(=O)C(Cc2ccccc2)NS(=O)(=O)c2ccc3c(c2)oc(=O)n3C)cc1 (configuration not stated)

screen / no.	3	5	8
ATXN2 expr inh	-1%	-9%	1%
IL-1B inflam inh	?	3	nt
HT1080NT lethal	13%	-9%	nt
HT1080 IDH1KD tx	-1%	-4%	nt
SW480 rerep	0%	-5%	nt
ATXN viability	?	i	i
MCF10A rereplic	?	?	nt
HepG2 viability	-15%	-27%	-15%
KB-3-1 tox	12%	-25%	4%

The listing continues.
#9 NC(=O)NC1(C(=O)O)CCCC1
#10 O=c1oc2ccccc2cc1-c1nc(-c2ccccc2)no1
#11 CCN(CC)CCOc1ccc(-c2c(C)c3c(ccc4ccccc43)oc2=O)cc1
#12 COc1ccc(N2CCN(C(=O)c3ccccc3NS(=O)(=O)c3ccccc3)CC2)cc1
#13 CCOc1ccc(NC(=O)CSc2nncc(=O)[nH]2)cc1
#14 CC(C)(C)NC(=O)c1cccc(NC(=O)CSc2ccccc2)c1
#15 CN1CCN(c2sc(S(C)(=O)=O)nc2S(=O)(=O)c2ccc(Cl)cc2)CC1
#16 CC(=O)N/C(=C\c1ccccc1)C(=O)OCC(=O)NC1CCS(=O)(=O)C1 (configuration not stated)

screen / no.	9	10	11	12	13	14	15	16
ATXN2 expr inh	9%	34%[activator]	-5%	1%	-2%	-3%	1%	-19%
IL-1B inflam inh	1	0	31	-10	-16	-17	?	19
HT1080NT lethal	17%	12%	-8%	-3%	-17%	-11%	1%	11%
HT1080 IDH1KD tx	10%	29%	-2%	-5%	-7%	-16%	-14%	0%
SW480 rerep	-22%	14%	nt	0%	14%	-4%	-11%	2%
ATXN viability	i	i	i	i	i	i	i	i
MCF10A rereplic	-12%	5%	nt	9%	-13%	1%	13%	10%
HepG2 viability	2%	0%	-25%	-7%	-1%	27%	1%	23%
KB-3-1 tox	12%	0%	-5%	15%	1%	13%	?	1%

#17 O=C1CCCN1CCCN1CC(C(=O)N(CCO)Cc2ccccc2)CCC1=O (configuration not stated)
#18 CN(C(=O)CSc1nc2ccccc2n1CC(=O)N(C)C1CCCCC1)c1ccc(F)cc1
#19 N/C(=N\OC(=O)c1ccco1)c1cccc([N+](=O)[O-])c1
#20 CC(C)(C)NC(=O)/C(=C\c1ccco1)NC(=O)c1cccs1
#21 COc1ccccc1NC(=O)CSc1n[nH]c(-c2ccccn2)n1
#22 O=C(Nc1ccn(-c2ccccc2)n1)c1ccccc1Br
#23 O=C1NC[C@@H](CCCCN2C[C@H](Cc3ccc(O)cc3)N(CCc3ccc(O)cc3)C(=O)C2=O)N(CCc2ccc(O)cc2)C1=O
#24 Cc1ccc(NC(=O)CSc2ncn[nH]2)cc1

screen / no.	17	18	19	20	21	22	23	24
ATXN2 expr inh	3%	-2%	27%	-7%	?	nt	4%	16%
IL-1B inflam inh	8	nt	1	-9	108	2	-3	-1
HT1080NT lethal	-14%	nt	2%	4%	-9%	-2%	22%	9%
HT1080 IDH1KD tx	6%	nt	4%	0%	-27%	1%	13%	9%
SW480 rerep	-4%	nt	-62%[inhibitor]	2%	?	-51%[inhibitor]	nt	0%
ATXN viability	i	?	i	i	i	i	i	i
MCF10A rereplic	-2%	nt	-33%[inhibitor]	1%	17%	7%	nt	10%
HepG2 viability	8%	-14%	0%	5%	-34%	4%	nt	3%
KB-3-1 tox	nt	4%	0%	4%	?	1%	30%	9%

#25 COc1ccc(CCNC(=O)C2CCN(S(=O)(=O)c3ccc4nc5c(c(C(=O)O)c4c3)CCCC5)CC2)cc1OC
#26 Cc1ccc2c(c1)N(CC(=O)OC(CC(C)C)C(=O)NC1CCCC1)C(=O)CO2 (configuration not stated)
#27 Cc1ccc(N2CC(C(=O)N3CCC(C(=O)Nc4nnc(C(C)(C)C)s4)CC3)CC2=O)cc1 (configuration not stated)
#28 c1ccc(-c2nc3nonc3c3nc4ccccc4n23)cc1
#29 C=CCn1c(=O)c(C(=O)NCc2ccc3c(c2)OCO3)c(O)c2ccccc21
#30 COc1cc2ccccc2cc1C(=O)OCC(=O)NC1CCS(=O)(=O)C1 (configuration not stated)
#31 CCC1(C)Cc2c(sc(NC(=S)NC(=O)c3ccccc3)c2C#N)CO1 (configuration not stated)
#32 CC(=O)c1cccc(OCc2cc(C(=O)N(C)C(C)c3ccccn3)no2)c1 (configuration not stated)

screen / no.	25	26	27	28	29	30	31	32
ATXN2 expr inh	-8%	-9%	6%	-7%	-26%	6%	-11%[11.3 µM]	4%
IL-1B inflam inh	-9	4	?	5	36	-9	9	i
HT1080NT lethal	-2%	5%	1%	?	-18%	12%	-2%	6%
HT1080 IDH1KD tx	12%	-22%	4%	?	-19%	25%	1%	-4%
SW480 rerep	0%	2%	-39%[inhibitor]	-4%	3%	-2%	-2%	-8%
ATXN viability	i	i	i	i	i	i	i	i
MCF10A rereplic	0%	?	0%	?	?	-10%	0%	1%
HepG2 viability	20%	-31%	-1%	-1%	2%	-2%	14%	-25%
KB-3-1 tox	-2%	-14%	0%	-14%	1%	3%	-1%	2%

#33 COc1cc(/C=N/NC(=O)c2ccc(CSc3nncn3C)cc2)cc(OC)c1O
#34 CN(CCOc1ccc(Cl)cc1)C(=O)c1cccc(S(=O)(=O)N2CCN(c3ccc(F)cc3)CC2)c1
#35 CCCc1ccc2oc(C(=O)NCCN3CCCC(O)C3)c(C)c2c1 (configuration not stated)
#36 O=C(Nc1ccc(N2CCC(N3CCCCC3)CC2)c(C(=O)O)c1)c1ccc(Br)cc1
#37 Cc1cccc(C(=O)N2CCc3c([nH]c4ccccc34)C2CC(C)C)n1 (configuration not stated)
#38 Cc1cccc(C(=O)NNC(=O)c2cc3cc4ccccc4nc3s2)c1
#39 Fc1ccccc1NC(=S)N1CCC(c2ccccc2)C1 (configuration not stated)
#40 COc1cc(C(=O)N/N=C(\C)Cc2ccccc2)cc(OC)c1OC

screen / no.	33	34	35	36	37	38	39	40
ATXN2 expr inh	-18%	?	41%[activator]	14%	54%[activator]	-23%	-10%	-16%
IL-1B inflam inh	-10	-3	-66*	nt	7	-6	-28	134
HT1080NT lethal	0%	?	?	nt	-5%	?	0%	1.2µM*
HT1080 IDH1KD tx	18%	-3%	23µM*	nt	-8%	21µM*	-5%	1µM*
SW480 rerep	-4%	-74%[inhibitor]	23µM*	nt	0%	?	22%	2.6µM*
ATXN viability	i	?	i	i	i	i	i	i
MCF10A rereplic	-4%	1%	?	nt	-6%	4%	2%	2.1µM*
HepG2 viability	0%	-3%	-17%	-2%	-20%	8%	-4%	10%
KB-3-1 tox	7%	?	-24%	-2%	13%	4%	0%	-30%

Three entries already listed, arranged by their value in IL-1B inflam inh, lowest first.
item	structure	IL-1B inflam inh	SW480 rerep
23	O=C1NC[C@@H](CCCCN2C[C@H](Cc3ccc(O)cc3)N(CCc3ccc(O)cc3)C(=O)C2=O)N(CCc2ccc(O)cc2)C1=O	-3	nt
28	c1ccc(-c2nc3nonc3c3nc4ccccc4n23)cc1	5	-4%
17	O=C1CCCN1CCCN1CC(C(=O)N(CCO)Cc2ccccc2)CCC1=O (configuration not stated)	8	-4%

Next part:
#41 CC(=O)c1ccc(S(=O)(=O)Nc2ccccc2C(=O)NC2CC2)cc1
#42 COc1ccc(CN(CCc2ccccc2)Cc2ccccc2)cc1OC
#43 O=C(CCS(=O)(=O)c1ccc2c(c1)NC(=O)CS2)NCCc1ccccc1
#44 Cc1c(C(=O)N2CCC(C)CC2)oc2ccc(S(=O)(=O)N3CCC4(CC3)OCCO4)cc12

screen / no.	41	42	43	44
ATXN2 expr inh	-10%	-22%	nt	-12%
IL-1B inflam inh	16	30	24	-4
HT1080NT lethal	0%	-13%	12%	5%
HT1080 IDH1KD tx	0%	-17%	-5%	0%
SW480 rerep	-9%	-19%	-5%	1%
ATXN viability	i	i	?	i
MCF10A rereplic	-5%	?	-3%	0%
HepG2 viability	4%	-41%	-8%	-12%
KB-3-1 tox	-2%	-20%	1%	-12%

Bioassay records (PubChem)
